# SIAH1 antagonists = blockers of Siah-1 interaction with plectin peptide – biochemical, fluorescence polarization, rhodamine-plectin, uHTS, primary screen (AID 1817); Siah-1 / rhodamine-plectin peptide fluorescence polarization; higher % means a stronger effect; one-dose displacement, % at 20 µM; IC50 in µM for titrated hits; actives 0.02% (n = 290,000);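 active = displacement of at least 50% at 20 µM, with a fluorescence ratio check between 0.3 and a set limit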;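 also: plate controls were Siah plus tracer with DMSO for no effect and tracer alone without Siah for full effect; strong numbers were not always called active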
# Salmonella PhoP GFP = PhoP-dependent GFP reporter repression – Salmonella Typhimurium, primary screen (AID 1863). S. Typhimurium PhoP-regulated promoter GFP reporter, 4 h; higher % means a stronger effect. one-dose inhibition, % at 50 µM; IC50 in µM for titrated hits. actives 0.16% (n = 300,000);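 active = inhibition over 29.93%, a cutoff 3 SD above the screen mean, later confirmed by dose response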;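 also: 0% = low Mg2+ inducing control and 100% = high Mg2+ repressing control; strong numbers were not always called active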
# Rac1 GTP hydrolysis = MgcRacGAP GTPase-activating activity inhibitors, confirmation, biochemical, ADP Hunter fluorescence; MgcRacGAP-stimulated Rac1 GTP hydrolysis, ADP Hunter fluorescence; higher % means a stronger effect; GST-tagged Rac1 F28L mutant substrate; inhibition, % at 30 µM, or IC50 in µM where a hit was titrated; AID 624330; actives 0.6% (n = 340,000);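 active = first-screen hits whose inhibition reached a set limit at any dose in the follow-up dose series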;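 also: fluorescence reports GDP produced by GAP-driven GTP hydrolysis; strong numbers were not always called active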
# GPR55 antagonists = GPR55 antagonists blocking LPI-driven arrestin recruitment, primary screen, imaging, U2OS, beta-arrestin-GFP, LPI agonist (AID 2013). U2OS GPR55 beta-arrestin-GFP translocation imaging, LPI antagonism; higher % means a stronger effect. one-dose inhibition, % at 10 µM; IC50 in µM for titrated hits. actives 0.13% (n = 290,000);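 active = spots per cell inhibited over 60%, with over 100 cells counted and total cytoplasm intensity under 500,000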;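 also: U2OS cells stably carrying GPR55 and arrestin-GFP stimulated by 5 µM LPI near EC80; imaged beta-arrestin-GFP aggregate spots per cell after agonist stimulation; plate controls were LPI-stimulated DMSO wells for no effect and DMSO wells without LPI for full effect; some results filed as inactive read as strong as hits; confirmed hits need IC50 under 10 µM and bright autofluorescent wells are also inconclusive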
# NTR1 ag = NTR1-driven beta-arrestin-GFP spot formation – imaging, U2OS cells, high content, primary screen (AID 493036); P30989; agonist mode; activation, % at 20 µM; actives 0.17% (n = 330,000);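 active = activation at or above 40% of the spot to cytoplasm intensity ratio, with at least 20 cells analyzed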;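 also: 0% = DMSO without peptide and 100% = 100 nM NTR1 peptide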
# Target sequence (P30989 whole entry, looked up): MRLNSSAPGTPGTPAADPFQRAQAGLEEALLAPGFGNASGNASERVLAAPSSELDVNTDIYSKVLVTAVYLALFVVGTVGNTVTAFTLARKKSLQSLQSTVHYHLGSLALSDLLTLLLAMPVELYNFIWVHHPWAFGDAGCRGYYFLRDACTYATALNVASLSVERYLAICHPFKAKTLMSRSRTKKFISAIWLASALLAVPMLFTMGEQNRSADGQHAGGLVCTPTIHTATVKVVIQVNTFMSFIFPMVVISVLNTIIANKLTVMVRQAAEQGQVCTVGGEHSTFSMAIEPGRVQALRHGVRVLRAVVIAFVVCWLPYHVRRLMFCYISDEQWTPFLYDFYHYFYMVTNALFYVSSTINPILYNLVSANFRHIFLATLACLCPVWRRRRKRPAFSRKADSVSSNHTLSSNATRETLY
# HIV fusion peptide = cell-free HIV fusion peptide-binding blockers – biochemical, uHTS, fluorescence dequenching, primary screen (AID 1986). cell-free peptide binding, fluorescence dequenching, 30 min; higher % means a stronger effect. inhibition, % at 20 µM, or IC50 in µM where a hit was titrated. actives 0.3% (n = 290,000); in the data active = inhibition mostly above about 52%, no sharp cut-off; inactive = mostly below about 76%; also: some results filed as inactive read as strong as hits
# GPR35 antagonists = GPR35 antagonists blocking zaprinast-driven arrestin recruitment, primary screen, imaging, U2OS, beta-arrestin-GFP, zaprinast agonist (AID 2058) | U2OS GPR35 beta-arrestin-GFP translocation imaging, zaprinast antagonism; higher % means a stronger effect | one-dose inhibition, % at 10 µM; IC50 in µM for titrated hits | actives 0.052% (n = 290,000);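 active = inhibition of at least 50% with at least 30 cells and total cytoplasm GFP at most 10,000,000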
# LYP inhibition = PTPN22 lymphoid phosphatase activity blockers – biochemical, fluorescence intensity, uHTS (AID 1779). recombinant LYP phosphatase, fluorescence intensity; higher % means a stronger effect. one-dose inhibition, % at 11.5 µM; IC50 in µM for titrated hits. actives 0.054% (n = 290,000); in the data active = inhibition above about 50%;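 also: plate controls were vehicle with enzyme for no effect and no enzyme for full effect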
# Myeloid diff 2 = myeloid differentiation induction; ER-HoxA9 myeloid progenitors, lysozyme-GFP differentiation, flow cytometry; calls only at 10 µM; actives 1% (n = 360,000); AID 624256;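 active = normalized GFP-positive differentiation at or above the plate's own cutoff, the solvent-only control mean plus 3 SD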;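 also: cells exposed to compound for four days before flow analysis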
# NTR1 ag cell count 20 µM = recorded beside NTR1 ag, whose call it bears; cell count; measured here: cell count, cytotoxicity flag
# Myeloid diff 2 GFP+ MAC1+ % = recorded beside Myeloid diff 2, whose call it bears; GFP+ MAC1+ double positive, %; measured here: differentiation confirmed by MAC1 staining
# * hit, by the source's call; i = inactive; . = not tested or not shown.
SMILES,SIAH1 antagonists,Salmonella PhoP GFP,Rac1 GTP hydrolysis,GPR55 antagonists,NTR1 ag,NTR1 ag cell count 20 µM,HIV fusion peptide,GPR35 antagonists,LYP inhibition,Myeloid diff 2,Myeloid diff 2 GFP+ MAC1+ %
N=C1/C(=C/c2ccc(OCc3ccccc3)cc2)C(=O)N=C2SC(CC(=O)N3CCOCC3)=NN12,0%,0%,14%,4%,0.1,52,42%,5%,-4%,i,1.7
Cc1ccc2oc(C(=O)N(C)Cc3cnccn3)c(C)c2c1,-6%,10%,4%,25%,-0.4,60,-1.7%,18%,-2%,i,0.5
CC1CN(S(=O)(=O)c2ccccc2)CN1C(=O)N1CCOCC1 (configuration not stated),3%,-4%,6%,15%,0.3,49,1.0%,0%,-8%,i,0.6
C=CCNC(=O)C1CC(=O)N(c2ccc(Br)cc2)C1 (configuration not stated),-4%,5%,1%,1%,-0.9,56,0.0%,2%,-5%,i,0.9
O=C(N/N=C/c1cccs1)[C@H]1C[C@@H]1c1ccccc1,10%,13%,7%,0%,0.5,86,-1.5%,10%,2%,i,0.3
O=C(CSc1nc2c(sc3ccccc32)c(=O)n1CCCN1CCOCC1)NCC1CCCO1 (configuration not stated),2%,-1%,11%,17%,1.1,55,-2.0%,0%,0%,i,0.6
O=S(=O)(NCC1CCCO1)c1cc(Cl)ccc1Br (configuration not stated),6%,5%,17%,9%,0.1,67,-0.6%,7%,-4%,i,4.6
N=c1n(Cc2ccc(Cl)cc2)c2ccccc2n1CC(O)c1ccco1 (configuration not stated),-1%,48%,0%,17%,-5.3,96,3.5%,18%,1%,i,1.4
Cc1c(C(=O)C(=O)N2CCN(Cc3ccc4c(c3)OCO4)CC2)c2ccccc2n1C,-1%,5%,5%,-8%,0.1,66,-0.8%,53%,0%,i,4.0
Cc1ccccc1OCCC(=O)OCC(=O)N1c2ccccc2NC(=O)C1(C)C,.,-2%,2%,.,-0.4,62,.,.,.,i,0.6
O=C(c1ccc2ccccc2c1)N1CCN(c2ccccc2)CC1,6%,-3%,5%,7%,0.8,76,-0.2%,-4%,-3%,i,0.8
Cc1occc1C(=O)NC1CCCCCCC1,-2%,-4%,2%,7%,0.5,76,1.4%,17%,-13%,i,0.0
COc1cc(NC(=O)C2CCCO2)c(OC)cc1Cl (configuration not stated),12%,4%,2%,5%,0.0,60,1.6%,-22%,-5%,i,1.6
CC(C)(C)C(=O)[C@@H]1[C@@H]2C(=O)N(C3CCCCC3)C(=O)[C@@H]2[C@H]2c3ccccc3C=CN12,-2%,.,3%,10%,2.1,76,2.4%,4%,-3%,i,2.7
CC1(C)S[C@@H]2[C@H](NC(=O)[C@H](C(=O)O)c3ccsc3)C(=O)N2[C@H]1C(=O)O,-2%,3%,.,-13%,.,.,11%,12%,-6%,.,.
CCC(=O)OC1(C)C(=O)C2=COC(c3ccc(OC)cc3)=CC2=C(Br)C1=O (configuration not stated),-1%,-3%,21%,12%,-0.8,55,29%,-6%,1%,i,0.7
CCN(c1ccccc1)S(=O)(=O)c1ccc(C(=O)N(CCCN(C)C)c2nc3cc4c(cc3s2)OCO4)cc1,-12%,-2%,10%,-2%,22,50,-3.8%,26%,0%,i,0.0
CCN(Cc1ccc(NC(C)=O)cc1)CC1CCCN(CCc2cccc(F)c2)C1 (configuration not stated),1%,0%,4%,15%,.,.,2.2%,18%,-9%,i,0.1
CCC[C@H](CN[C@@H](CNC)[C@H](C)O)NCCc1ccc(OC)cc1,4%,-7%,6%,6%,4.2,43,0.8%,-17%,-3%,i,1.1
Cc1ccsc1/C=C1/SC(N2CCOCC2)=NC1=O,1%,-4%,.,10%,-0.2,44,-2.1%,-4%,-6%,.,.
Nc1c(Cl)ncnc1NCc1cccnc1,1%,6%,15%,-9%,0.0,74,0.1%,11%,-10%,i,0.8
COc1ccccc1NC(=O)/C=C/C(N)=O,-1%,-9%,2%,5%,-0.3,50,-1.8%,-1%,-4%,i,9.0
COc1ccc(N(CC(=O)Nc2ccccc2C(=O)NCCc2ccccc2)S(C)(=O)=O)cc1OC,0%,-4%,4%,1%,0.0,74,-2.2%,-14%,-5%,i,0.9
Cc1cc(C)n2nc(CCc3ccccc3)nc2n1,-2%,-8%,7%,1%,0.1,81,-0.9%,4%,-3%,i,0.9
CCOc1cc(NC(=S)Nc2cccc(OC)c2)c(OCC)cc1NC(=O)c1ccc(C)cc1,0%,6%,9%,16%,6.8,84,-3.4%,0%,2%,i,1.2
Cc1ccc(-c2csc(N/N=C/c3ccco3)n2)c(C)c1,6%,16%,15%,2%,1.0,46,38%,4%,5%,i,0.1
Cn1c(=O)c(=O)n(C)c2cc([N+](=O)[O-])c([N+](=O)[O-])cc21,6%,-5%,11%,-6%,11,72,-0.6%,-14%,3%,i,0.3
COc1ccccc1CNC(=O)c1csc2c1CCCC2,6%,-8%,7%,2%,-0.4,91,-1.4%,-11%,-9%,i,0.3
COc1ccc(Cc2nnc(SCC(=O)Nc3ccc(C)cc3C)[nH]c2=O)cc1,.,8%,0%,.,-0.7,61,.,.,.,i,1.0
COc1ccc(N2CCN(C(=O)c3sc4nc(-c5ccc(F)cc5)cn4c3C)CC2)cc1,-3%,.,-5%,-4%,0.4,79,-2.8%,1%,3%,i,1.5

# Only NTR1 ag cell count 20 µM (seven entries from above):
smiles	NTR1 ag cell count 20 µM
COc1ccccc1NC(=O)/C=C/C(N)=O	50
COc1ccc(N(CC(=O)Nc2ccccc2C(=O)NCCc2ccccc2)S(C)(=O)=O)cc1OC	74
Cc1cc(C)n2nc(CCc3ccccc3)nc2n1	81
CCOc1cc(NC(=S)Nc2cccc(OC)c2)c(OCC)cc1NC(=O)c1ccc(C)cc1	84
Cc1ccc(-c2csc(N/N=C/c3ccco3)n2)c(C)c1	46
Cn1c(=O)c(=O)n(C)c2cc([N+](=O)[O-])c([N+](=O)[O-])cc21	72
COc1ccccc1CNC(=O)c1csc2c1CCCC2	91

# Further structures follow:
SMILES,SIAH1 antagonists,Salmonella PhoP GFP,Rac1 GTP hydrolysis,GPR55 antagonists,NTR1 ag,NTR1 ag cell count 20 µM,HIV fusion peptide,GPR35 antagonists,LYP inhibition,Myeloid diff 2,Myeloid diff 2 GFP+ MAC1+ %
Cc1ccccc1NC(=O)COc1coc(CN2CCN(Cc3ccccc3)CC2)cc1=O,.,1%,4%,.,-0.1,102,.,.,.,i,1.6
Cc1ccc(CCC(=O)Nc2ccc(CC(=O)O)cc2)o1,-2%,3%,12%,0%,-0.3,57,0.7%,12%,-10%,i,0.5
O=C(COC(=O)c1cccc(Cl)c1Cl)NCCN1C(=O)CSC1=O,-3%,-13%,9%,-5%,4.0,60,0.8%,0%,-9%,i,1.1
COc1ccc(C2=NOC(Cn3nc(C(=O)NCC4CC4)cc3-c3ccccc3)C2)cc1 (configuration not stated),.,4%,2%,.,-1.2,91,.,.,.,i,0.7
Cc1cccc(NC(=O)CN2C(=O)COc3ccc(Cl)cc32)c1,-2%,4%,0%,5%,1.8,42,-4.0%,3%,-2%,i,14
O=C(c1ccc(F)cc1)N1CCN(c2ccccn2)CC1,-7%,-2%,3%,-13%,0.7,11,-1.4%,6%,-10%,i,0.9
COc1ccc(Nc2nc(N)c([N+](=O)[O-])c(NCCO)n2)cc1,15%,0%,.,7%,-1.9,39,-8.3%,-10%,-1%,i,0.5
CC(=O)c1cccc(NC(=O)CN(c2ccc(C)cc2)S(=O)(=O)c2cccc3nonc23)c1,0%,-11%,4%,-5%,0.8,63,-1.0%,-6%,-4%,i,1.3
COc1cc(NC(=O)c2cccs2)c(OC)cc1NC(=O)c1cccs1,-5%,-9%,4%,14%,1.3,50,0.8%,0%,-2%,i,1.7
c1cn(CC2(Cn3ccnc3)COC2)cn1,5%,-3%,-4%,2%,0.4,63,-0.7%,-1%,1%,i,0.4

# Reformatted: 2 of the compounds above.
SMILES	SIAH1 antagonists	Salmonella PhoP GFP	Rac1 GTP hydrolysis	GPR55 antagonists	NTR1 ag	NTR1 ag cell count 20 µM	HIV fusion peptide	GPR35 antagonists	LYP inhibition	Myeloid diff 2	Myeloid diff 2 GFP+ MAC1+ %
Cc1ccc(CCC(=O)Nc2ccc(CC(=O)O)cc2)o1	-2%	3%	12%	0%	-0.3	57	0.7%	12%	-10%	i	0.5
CC(=O)c1cccc(NC(=O)CN(c2ccc(C)cc2)S(=O)(=O)c2cccc3nonc23)c1	0%	-11%	4%	-5%	0.8	63	-1.0%	-6%	-4%	i	1.3

# Further results.
SMILES,SIAH1 antagonists,Salmonella PhoP GFP,Rac1 GTP hydrolysis,GPR55 antagonists,NTR1 ag,NTR1 ag cell count 20 µM,HIV fusion peptide,GPR35 antagonists,LYP inhibition,Myeloid diff 2,Myeloid diff 2 GFP+ MAC1+ %
CCOP(=O)(OCC)c1nc(-c2cccc([N+](=O)[O-])c2)oc1N1CCCCC1,5%,-1%,11%,9%,0.2,41,-1.5%,2%,-2%,i,0.1
CCOc1ccc(-c2cn3ccccc3n2)cc1,-4%,3%,4%,7%,-0.8,52,-2.8%,21%,-4%,i,0.5
CCOC(=O)N1CCN(C(=O)C2CCN(C(=O)c3cc(OC)cc(OC)c3)CC2)CC1,-4%,6%,1%,3%,-1.4,32,-1.7%,-9%,-10%,i,0.2
CCOc1ccc(N(CC(=O)Nc2ccccc2C(=O)N2CCOCC2)S(=O)(=O)c2ccc(F)cc2)cc1,2%,-10%,10%,10%,3.7,57,1.6%,0%,1%,i,0.3
CC(C)N(Cc1ccccc1)S(=O)(=O)N(C)C,-2%,2%,6%,10%,5.2,77,1.4%,0%,-11%,i,0.6
CCc1ccc(OCCCC(=O)Nc2nccs2)cc1,0%,6%,7%,6%,1.6,82,-1.5%,3%,-4%,i,0.9
Cc1cccc(C(=O)NCCCNC(=O)c2cccc(C)c2)c1,-4%,5%,.,-5%,.,.,-0.9%,14%,-7%,i,0.6
CN(CC(=O)Nc1ccc(F)cc1)C(=O)CSc1nncs1,2%,-6%,7%,14%,-0.8,48,-1.3%,-2%,-10%,i,5.0
Cc1ccc(S(=O)(=O)N2CCOCC2)cc1NC(=O)CSc1ncccn1,.,-13%,-1%,.,-0.2,64,.,.,.,i,0.4
CCCN(CC1CC1)S(=O)(=O)c1ccc(-n2cnnn2)c(OC)c1,-8%,-2%,-5%,-10%,-0.3,72,0.4%,-4%,0%,i,8.8
CC(=O)c1ccc(NC(=O)CSc2nnc3ccc(-c4ccccn4)nn23)cc1,.,11%,4%,.,-0.1,53,.,.,.,i,0.1
